# AMA1 RON2 block = AMA1-RON2 (P. falciparum) interaction inhibition. AlphaScreen AMA1-biotinylated RON2 peptide binding. Potency, µM (doses to about 58.2 µM), inactives show at the highest dose activity change, negative = inhibition, hits mostly inhibitors. 360,000 compounds, 0.2% hits. AID 720542; active means well fitted inhibition curve with a large enough effect; inconclusive means small, poorly fitted or top-dose-only effect; inactive means no such curve, though single readings can be large or run the other way;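 further: potency means the concentration at half of the fitted maximal effect; 0% = vehicle wells and -100% = peptide control; nearly all actives have a fitted effect of over 45% in size; some results filed as inactive show a strong effect at the top dose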
#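 AMA1 (3D7) with his tag at 25 nM final met compounds first, then biotinylated RON2 peptide at 25 nM; detection used donor plus acceptor beads, 10 µg/mL apiece, read by AlphaScreen after 30 min at room temperature.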
# HCMV inh = blocks human cytomegalovirus replication | HFF cells, HCMV-luciferase reporter, 72 h; active compounds read low | 410,000 compounds, 4.5% hits | activity change, negative = inhibition, % at 57.5 µM; in the data active means activity change below about -60%; inconclusive means no clear call, values can overlap the other calls; inactive means above about -39%
#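 Two compound doses tested in HFFs infected with HCMV-luciferase, MOI 1 PFU/cell, 72 h at 37C. Lysate luminescence read with OneGlo; data normalized against buffer-only and 10uM Salinomycin inhibitor controls.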
# An asterisk follows results filed as active; ? = inconclusive; [ ] = dose if it differs, or a comment. Unless noted, on the % scale 0 is the no-effect control and ±100 the full control effect. Some of the compounds tested; count on the stated rates, not on these rows.
entry | molecule | HCMV inh | AMA1 RON2 block
1 | CC1=C(C(=O)N(C(C)C)C(C)C)CC(CC(=O)NC2CC2)C(=O)N1Cc1ccc(C(C)(C)C)cc1 (stereo not given) | -21.1 | -6.3%
2 | C[C@H](CO)N1C[C@H](C)[C@H](CN(C)Cc2ccc(C(=O)O)cc2)OCc2ccccc2-c2c(n(C)c3ccccc23)C1=O | -10.2 | -17.4%
3 | CC1(C)CC(Cc2ccccc2C(F)(F)F)N(C(=O)OC(C)(C)C)C1 (stereo not given) | 22.1 | 3.1%
4 | CC1=C(C(=O)N(C(C)C)C(C)C)CC(CC(=O)NCCc2ccccn2)C(=O)N1CCCN1CCCC1=O (stereo not given) | 18.6 | 64.7%[activator]
5 | COC(=O)[C@]12CCCCC=C1N(Cc1ccco1)C(=O)[C@H](CC(=O)N1CCSCC1)C2 | 12.1 | 7.4%
6 | CCOC(=O)Cc1csc(NC(=O)c2cc(C)on2)n1 | 8.8 | -2.2%
7 | O=C1C2C3C=CC(O3)C2C(=O)N1N=C1CCCCC1 (stereo not given) | -18.4 | 53.2%[activator]
8 | CCN(C(=O)CSc1nnc(-c2cccc(F)c2)n1N)c1c(N)n(Cc2ccccc2)c(=O)[nH]c1=O | -28.1 | -6.3%
9 | CN(CC(=O)Nc1ccc(Cl)c(C(F)(F)F)c1)S(=O)(=O)c1cnc[nH]1 | -3.5 | -4.4%
10 | CC1(C(=O)NS(=O)(=O)c2ccc(F)cc2F)CCN1C(=O)C/C=C/c1ccccc1 (stereo not given) | -13.0 | -5.1%
11 | CC1(C)N=C(N)N=C(N)N1c1ccc(OCC(=O)N2CCOCC2)cc1 | -39.9 | 5.4%
12 | O=C(Nc1ccc(N2CCOCC2)cc1)c1csc(COCCO)n1 | -5.0 | 16.9%
13 | CCCCNC(=O)c1nc(-c2cnccn2)oc1-c1ccc(Cl)cc1 | 6.5 | 5.0%
14 | Oc1c(Cl)cc(Cl)c(Cl)c1CN1CCOCC1 | 1.3 | 13.3%
15 | COc1ccc(C(=O)NC(=S)NNC(=O)c2ccc(C)cc2)cc1 | -28.3 | 121.9%[activator]
16 | CCc1cccc(CC)c1N1C(=O)C2=C(SCCCS2)C1=O | ? | 74.9%[activator]
17 | CC1(C2CCC3(C)OC3C2)CO1 (stereo not given) | 4.4 | -5.1%
18 | Cn1cc(C=CC(=O)O)c2nccnc21 | -61.7* | -2.9%
19 | Cc1ccc(Nc2nc(Cl)nc3ncn(C)c23)c(C)c1 | 2.5 | -21.5%
20 | COc1ccccc1C(CNC(=O)CN1C(=O)NC(C)(c2ccc3ccccc3c2)C1=O)N1CCCC1 (stereo not given) | 5.5 | -7.2%

# New compounds follow:
entry | molecule | HCMV inh | AMA1 RON2 block
21 | NC(CCc1ccccc1)c1csc(Nc2ccc(C(=O)NCCCO)cn2)n1 (stereo not given) | 32.2 | 107.6%[activator]
22 | CCOc1ccc(-c2nn3c(-c4ccc(F)cc4)nnc3s2)cc1 | -1.9 | -7.4%
23 | COC(=O)c1ccc(N2C(c3cccc(OC)c3)=Cc3ccc(F)cc3C2c2c(C)[nH]c3ccccc23)cc1 (stereo not given) | 4.4 | -3.8%
24 | Cc1cn(CC(=O)NCc2ccccc2)c(=O)[nH]c1=O | -1.6 | 2.1%
25 | CC1(C)COC(c2cc3c(cc2Br)OCO3)OC1 | -22.7 | 6.1%
26 | O=C(OCc1cn([C@@H]2CN(C(=O)C3CCCCC3)[C@@H](c3ccc(Cl)cc3)C[C@H]2O)nn1)c1ccccc1 | 38.1 | 2.8%
27 | Cc1ccsc1C(=O)N1CCC1(C)C(=O)NS(=O)(=O)c1cccc(F)c1 (stereo not given) | -13.0 | 3.2%
28 | c1ccc2sc(-n3cc(C4CCCCC4)nn3)nc2c1 | 52.0 | -4.0%
29 | Clc1ncnc2[nH]ccc12 | -24.0 | 28.4%
30 | COc1ccc([C@H]2CN(CCc3ccccc3)C(=O)[C@@H]2CC(=O)Nc2ccccc2)cc1 | 21.5 | -2.3%
31 | CCCS(=O)(=O)NC(=O)C1(C)CCCN(C(=O)c2cc(C)n(C(C)(C)C)n2)C1 (stereo not given) | -64.5* | -1.4%
32 | CC1=C(C(=O)N2CCOCC2)CC(CC(=O)NCCc2ccccn2)C(=O)N1CCCN1CCCC1=O (stereo not given) | 15.2 | 4.9%
33 | Cc1ccc(S(=O)(=O)N(CCCc2c(C)nc[nH]c2=O)c2ccccc2)cc1 | -1.1 | 6.4%
34 | CCOC(=O)C1(C)CCCN(C(=O)c2cccc3ccccc23)C1 (stereo not given) | 13.9 | -5.0%
35 | COC(=O)[C@@]1(Sc2ccc(C)cc2)CC(=O)N[C@@H]1c1ccc(Br)cc1 | -27.0 | 4.5%
36 | COCCN1C[C@@H](CO)O[C@@H](n2cnc3c(N(C)C)ncnc32)C1 | 11.7 | 0.2%
37 | CC(=O)Nc1ccc2sn(-c3ccccc3)c(=O)c2c1 | ? | 8.1%
38 | COCCNC(=O)C1(C)CCCN(C(=O)CCc2ccccc2)C1 (stereo not given) | 33.4 | -0.7%
39 | NS(=O)(=O)c1ccc(CCNC(=O)CSc2nc3ccsc3c(=O)n2Cc2ccccn2)cc1 | 13.0 | 19.3%
40 | CCCCOCCCNC(=O)C[C@@H]1C[C@@]2(C(=O)OC)CCCCC=C2N(Cc2cccc3ccccc23)C1=O | 17.7 | -7.8%

# Following part:
entry | molecule | HCMV inh | AMA1 RON2 block
41 | CCc1nc2c(OCCOc3ccccc3)cccn2c1N(C)C(=O)c1ccc(C)cc1 | 28.6 | -1.7%
42 | CC1(C)OC(=O)C2=C(C[C@@H](CCOCc3ccccc3)O[C@H]2c2ccc(F)cc2)O1 | 0.4 | 4.2%
43 | COc1cc2cc(OC(C)=O)c3cc4c(cc3c2c(OC)c1OC)OCO4 | 14.5 | -0.8%
44 | COc1ccc(-c2csc(C(O)c3ccc(F)c(OC)c3)n2)cn1 (stereo not given) | 19.4 | 5.0%
45 | Cc1ccc2c(=O)n3c(nc2c1)C(Cc1ccccc1)NC(=O)c1cc2ccccc2cc1-3 (stereo not given) | 1.1 | -6.0%
46 | COc1ccc(S(=O)(=O)N2CCCOC2CNC(=O)C(=O)NCc2ccccc2C)cc1 (stereo not given) | 5.4 | -0.2%
47 | O=C(NC1CCCCC1)N1Cc2cc(-c3ccccc3)ccc2-n2nncc2C1 | 2.4 | 2.5%
48 | Cc1cc(N)cc(C)c1-c1c(Br)cc(N)cc1Br | ? | -7.2%
49 | CC(O)(c1cccc(F)c1)c1nc(-c2ccc(S(C)(=O)=O)cc2)cs1 (stereo not given) | -2.2 | 13.5%
50 | CCC(c1ccccc1)C(CC)c1cc(O)c(O)c(O)c1 (stereo not given) | -25.3 | 12.5%
51 | O=[N+]([O-])c1ccc2c(c1)CO[C@@]21O[C@H](CCO)C[C@H](O)[C@H]1O | -23.5 | 45.2%[activator]
52 | CC(C)[C@H](NC(=O)c1ccccc1F)C(=O)Nc1cccc(S(=O)(=O)N2CCOCC2)c1 | -11.5 | -9.0%
53 | COCOCCn1cc(CN2CCS(=O)(=O)N(Cc3ccc(-c4ccc(Cl)c(Cl)c4)cc3)C(C)C2=O)nn1 (stereo not given) | ? | -5.2%
54 | CC1(C(=O)NS(=O)(=O)c2ccc(Br)cc2)CCN1C(=O)Cc1ccsc1 (stereo not given) | -10.6 | -2.9%
55 | O=C(NCc1ccccc1)c1ccc([N+](=O)[O-])cc1 | ? | -0.1%
56 | Cc1cc(C(O)c2ncc(-c3ccccc3Cl)[nH]2)ccc1F (stereo not given) | 18.0 | -26.1%
57 | Clc1nnc2c3ccccc3ccn12 | -3.8 | 5.7%
58 | CC(=O)c1cccc(-c2cnc3c(NC=O)cc(-c4ccccc4Oc4ccccc4)cn23)c1 | -3.1 | 32.2%[activator]
59 | O=C(Cc1cccc(NC(=O)C2CCCN(C(=O)CCc3ccccc3)C2)c1)Nc1cccc(C(=O)N2CCOCC2)c1 (stereo not given) | -2.7 | -1.7%
60 | O=C(NCc1ccccc1)C(CCc1ccccc1)n1c(=O)c(-c2ccccc2)nc2ccccc21 (stereo not given) | -36.5 | 66.1%[activator]

# The list goes on:
entry | molecule | HCMV inh | AMA1 RON2 block
61 | CCOc1cccc(-c2cc(NCCc3ccccn3)n3nccc3n2)c1 | -3.9 | 62.4%[activator]
62 | O=C(CCn1c(=O)oc2ccccc21)N(Cc1ccccc1)c1ccccn1 | -23.9 | ?
63 | C[C@@H]1CN([C@@H](C)CO)C(=O)CCCn2cc(nn2)CO[C@H]1CN(C)S(=O)(=O)c1cccc(F)c1 | -16.2 | -5.1%
64 | CCCc1ccc(C(O)c2ncc(-c3cccc(OC)c3)[nH]2)cc1 (stereo not given) | -12.0 | 0.6%
65 | CCCC(=O)N1CCCC(c2cc(C(=O)Nc3ccc4c(c3)OCO4)no2)C1 (stereo not given) | 79.9 | -8.1%
66 | O=C(O)CSc1nc2ccc(Br)cc2[nH]1 | -20.8 | -14.6%
67 | COc1ccc(Br)cc1CNC(=O)C1CCC(=O)N1C(C)C (stereo not given) | 48.8 | -3.1%
68 | Cc1noc(C)c1S(=O)(=O)N(C)C[C@H]1OCCCC[C@@H](C)Oc2ccc(NC(=O)CCCN(C)C)cc2C(=O)N([C@H](C)CO)C[C@@H]1C | 16.1 | -0.1%
69 | Oc1ccc(Cl)cc1Cc1ccccc1 | 0.0 | 3.9%
70 | CC(C)[C@H](NC(=O)OC(C)(C)C)c1cc(C(=O)NC2CC2)c(N)s1 | -1.8 | 21.5%
71 | COc1ccc(S(=O)(=O)N(C)C)cc1NC(=O)C1CCN(c2ncnc3sc(C)c(C)c23)CC1 | ? | 29.6%
72 | COc1ccccc1C(=O)Nc1nnc([C@@H]2C[C@H](O)[C@@H](CO)O2)s1 | -2.1 | 10.5%
73 | Cc1cccc(S(=O)(=O)NC(=O)C2(C)CCN2C(=O)C2(c3ccc(Cl)cc3)CCC2)c1 (stereo not given) | -33.4 | -4.9%
74 | COC(=O)C1=C(O)/C(=C/c2ccc(OCC(=O)Nc3ccc(OC)cc3)cc2)N=C1C | 13.2 | 0.3%
75 | COC(=O)CCCn1cc(CN2CC(N3CCCCC3)CS2(=O)=O)nn1 (stereo not given) | 31.6 | 0.7%
76 | CN(C)c1ccc2cc(S(=O)(=O)O)cc(O)c2c1 | -100.3* | -39.5%
77 | O=C(NC(c1ccccc1)c1cnccn1)C1CCN(CCOc2ccc(Cl)cc2Cl)CC1 (stereo not given) | -10.2 | 1.9%
78 | CCCCCC(=O)N1C[C@@H](n2cc(-c3ccc(F)cc3)nn2)[C@H](O)C[C@@H]1c1ccccc1 | -14.2 | -2.2%
79 | COCCNC(=O)C1(C)CCCN(C(=O)c2cccc(OC(F)(F)F)c2)C1 (stereo not given) | -31.2 | 4.4%
80 | CC1(C(=O)NS(=O)(=O)c2ccc(Cl)s2)CCN1C(=O)C1(c2ccc(Cl)cc2)CC1 (stereo not given) | 5.3 | -6.2%

# Further entries:
entry | molecule | HCMV inh | AMA1 RON2 block
81 | CCOC(=O)[C@]12Cc3cc(OC)ccc3[C@H]1N(C(C)C)C(=O)c1ccccc12 | -108.7* | -1.7%
82 | CCOC(=O)C1=CC[C@@H](c2ccccc2)N(S(=O)(=O)c2ccc(C)cc2)[C@H]1C#N | -14.8 | 0.5%
83 | C=CCN1C=C(C(=O)c2ccccc2)C(=O)CC1 | -25.3 | 11.6%
84 | COc1cc(N=Nc2ccc(C)cc2S(N)(=O)=O)c(C)cc1N | 179.0 | ?
85 | CC(=O)OC[C@@H]1CN(Cc2ccccc2)C[C@H](n2ccc3c(N)ncnc32)O1 | -5.1 | -7.8%
86 | COc1ccc(NC(=O)Nc2ccc(O)c3ccccc23)cc1 | 12.1 | -4.2%
87 | CCC(=O)N=c1sc2cc(F)cc(F)c2n1C | -61.7* | 4.7%
88 | NC1(CO)COC(c2ccccc2)OC1 (stereo not given) | -28.4 | 8.8%
89 | Cc1ccc(C)c(CC(=O)N2CCCC(c3cc(C(=O)Nc4ccc5c(c4)OCO5)no3)C2)c1 (stereo not given) | 23.7 | -19.5%
90 | Cc1ccc(-c2nnnn2-c2ccccc2C(=O)O)cc1 | 7.0 | -1.5%
91 | C=CCSc1nc2c(N)ncnc2n1C1OC(CO)C(O)C1O (stereo not given) | ? | -19.3%
92 | O=C(Cn1cc(C(F)(F)F)ccc1=O)Nc1ccc2c(c1)OCO2 | 63.1 | -6.9%
93 | C[C@H](CO)N1C[C@H](C)[C@@H](CN(C)C(=O)Nc2cc(F)ccc2F)Oc2ncc(-c3cccc(F)c3)cc2C1=O | 2.7 | 1.7%
94 | NC(=O)CCC(NC(=O)OCc1ccccc1)C(=O)OCC(=O)c1ccccc1 (stereo not given) | 59.0 | 10.9%
95 | CC(C)=CC1C(C(=O)NCCc2ccccc2)C1(C)C (stereo not given) | 14.5 | 12.3%
96 | COc1ccc(-c2ccc3c(c2)c(Sc2ccccc2)c(-c2ccccc2)n3C)cn1 | -8.5 | -20.3%
97 | C[C@H](NC(=O)[C@@H]1CCCN1C(=O)[C@@H]1CCCN1C(=O)c1ccc(Cl)cc1)c1ccccc1 | 9.4 | 4.2%
